# High-throughput results deposited in PubChem by several laboratories.
# FXIIa inh: blocks human coagulation factor XIIa protease activity. purified FXIIa, Boc-QGR-AMC fluorogenic substrate, 2 h. inhibition, % at 5 µM. 220,000 tested, 0.3% active; in the data active = inhibition above about 40%;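 also: 0% = enzyme with no compound and 100% = blank without enzyme; many of its hits are not listed in these tables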
# CHOP inhibitor: inhibitors of CHOP induction in ER stress response | CHO-K1 CHOP-promoter luciferase, tunicamycin-induced, 15-18 h | AID 2732 | inhibition, % at 10 µM | 220,000 tested, 3.8% active;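 active = compounds that reduced the stress-induced luciferase reporter signal by more than about 70% of percent inhibition, limit read from the data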;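 also: 0% = tunicamycin plus vehicle and 100% = wells without tunicamycin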
# TbHK1 inh: blocks Trypanosoma brucei hexokinase 1 activity. recombinant TbHK1, G6PDH-coupled NADH A340. inhibition, % at 10 µM. 220,000 tested, 0.11% active;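 active = inhibition of 50% or more in the single-dose primary screen; inactive = inhibition below 50%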
# FXIa inh: inhibitors of human coagulation factor XIa; purified FXIa, Boc-Glu-Ala-Arg-AMC fluorogenic substrate; inhibition, % at 5 µM; 220,000 tested, 0.14% active; AID 798;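 active = inhibition of at least 40%; inactive = inhibition below 40%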;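 also: fluorescence of freed AMC excited at 355 nm; 0% = enzyme without compound and 100% = no enzyme blank; many of its hits are not listed in these tables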
# Wee1 degr inh: inhibitors of human Wee1 degradation. reporter increase, % at 5 µM. HeLa Luc-Wee1K328M stability, luciferase luminescence; 100% = proteasome inhibitor MG132 effect. P30291. AID 1321. 220,000 tested, 1.2% active;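 active = activation above the mean of all tested compounds plus 3 SD, set per screening run, cut at about 8.8% in these data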;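 also: cells exposed to compound for 20 h before luminescence read; 0% = DMSO alone and 100% = MG132 at 30 µM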
# Target sequence (P30291 whole entry K328M): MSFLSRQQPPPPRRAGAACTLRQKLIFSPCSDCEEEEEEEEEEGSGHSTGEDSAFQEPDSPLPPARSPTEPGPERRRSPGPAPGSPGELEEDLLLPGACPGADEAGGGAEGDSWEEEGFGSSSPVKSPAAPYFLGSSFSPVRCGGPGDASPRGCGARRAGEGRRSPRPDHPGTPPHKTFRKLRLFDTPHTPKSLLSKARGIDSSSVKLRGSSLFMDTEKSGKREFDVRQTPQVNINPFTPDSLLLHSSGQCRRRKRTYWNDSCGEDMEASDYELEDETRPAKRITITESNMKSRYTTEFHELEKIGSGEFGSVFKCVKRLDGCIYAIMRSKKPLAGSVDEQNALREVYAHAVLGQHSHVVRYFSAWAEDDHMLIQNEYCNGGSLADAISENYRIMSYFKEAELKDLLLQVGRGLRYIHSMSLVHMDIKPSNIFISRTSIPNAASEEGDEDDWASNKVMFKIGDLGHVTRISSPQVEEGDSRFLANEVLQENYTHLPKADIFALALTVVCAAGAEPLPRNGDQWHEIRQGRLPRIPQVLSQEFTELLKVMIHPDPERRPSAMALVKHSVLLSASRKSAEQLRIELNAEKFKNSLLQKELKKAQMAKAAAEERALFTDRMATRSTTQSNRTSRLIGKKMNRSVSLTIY
# PPC-1+TRAIL kill: kills PPC-1 cancer cells in the presence of TRAIL; cell killing (% activity), % at 4 µM; 220,000 tested, 0.41% active; PPC-1 cells + TRAIL, ATPLite viability luminescence; AID 1443;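 active = cell killing above 50% in the first pass at 4 µM, then a duplicate retest at 5 µM averaging 50% or more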;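 also: plate controls were cells with TRAIL plus DMSO for no effect and medium-only wells lacking cells for full effect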
# PGE2 EP2 inh: inhibitors of human EP2 prostaglandin E2 receptor; C6 glioma cells expressing human EP2, cAMP TR-FRET; cells stimulated with saturating PGE2; AID 1422; inhibition, % at 25 µM; P43116; 260,000 tested, 0.52% active;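 active = percent inhibition above 40 after rounding to a whole number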;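 also: rat C6 glioma host cells with rolipram phosphodiesterase inhibitor present; the protocol text gives 20 µM as final concentration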
# Target sequence (P43116 whole entry, looked up): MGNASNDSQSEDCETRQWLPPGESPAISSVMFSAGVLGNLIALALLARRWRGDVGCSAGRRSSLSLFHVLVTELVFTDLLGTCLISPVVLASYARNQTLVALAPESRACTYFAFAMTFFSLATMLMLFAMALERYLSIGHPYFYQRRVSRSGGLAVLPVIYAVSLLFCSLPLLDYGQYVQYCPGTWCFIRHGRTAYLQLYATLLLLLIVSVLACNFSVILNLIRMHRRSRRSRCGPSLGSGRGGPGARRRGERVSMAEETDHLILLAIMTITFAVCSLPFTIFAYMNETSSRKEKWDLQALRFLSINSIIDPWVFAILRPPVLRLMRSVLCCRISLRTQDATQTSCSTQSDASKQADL
# TNF necrop inh: blocks TNF-alpha induced death of Jurkat FADD-/- cells; Jurkat FADD-/- TNF necroptosis rescue, ATP luminescence, 24 h; 0 = TNF only, 100 = no-TNF cells; activation (protection from cell death), % at 10 µM; 220,000 tested, 0.068% active; AID 463075;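 active = activation, meaning protection from cell death, of at least 50% relative to plate controls; inactive = activation below 50%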;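 also: necroptosis triggered by 40 ng/mL TNF-alpha added together with compound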
# L929 necroptosis: blocks zVAD induced death of L929 cells; L929 zVAD necroptosis rescue, ATP luminescence, 24 h; with zVAD 60 µM; 220,000 tested, 0.38% active; viability rescue, % at 10 µM;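 active = activation, scaled between plate controls, above about 75%, limit read from the data; inactive = activation under that limit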;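 also: 0% = zVAD with DMSO and 100% = DMSO alone without zVAD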
# Starred values were filed as active, the others as inactive; nt = not tested or not shown; & = joins results of further samples. These rows are one share of the data. The share of hits here may be higher or lower than overall.
no.	structure	FXIIa inh	CHOP inhibitor	TbHK1 inh	FXIa inh	Wee1 degr inh	PPC-1+TRAIL kill	PGE2 EP2 inh	TNF necrop inh	L929 necroptosis
1	Cc1ccccc1N1CCN(Cc2c(C#N)c3ccccc3n2C)CC1	13	21	4	1	-5	8	4	1.1	0.1
2	Cc1ccnc(NS(=O)(=O)c2ccc(NC(=O)c3ccc([N+](=O)[O-])s3)cc2)n1	6	-9	-17	2	7	40	4	-2.9	-0.6
3	O=C(NCc1ccccc1)c1ccc(F)c(F)c1	nt	12	2	0	2	3	8	20	7.9
4	CCC1Oc2ccc(C)cc2N(CC(=O)NCc2cccs2)C1=O (stereo not given)	1	18	-4	15	-2	4	10	-1.0	0.1
5	Cc1ccc2nc(-c3ccncc3)cc(C(=O)Nc3ccc(OC(F)F)cc3)c2c1	9	25	-19	3	-4	-7	7	-3.8	6.9
6	O=C(NN(c1ccccc1)c1ccccc1)c1ccc([N+](=O)[O-])o1	5	-27	-6	1	8	2	3	-7.4	1.9
7	Cc1occc1-c1nnc(SCC(=O)c2ccc(F)cc2)o1	-10	51	12	-13	-1	12	3	22	-0.7
8	CCC(C(=O)NCCC1=CCCCC1)c1ccccc1 (stereo not given)	2	22	1	-1	6	20	2	0.9	-0.8
9	Cc1ccc(-n2c(-c3ccco3)nc3nc4ccccc4nc32)cc1F	-3	54	1	-2	-3	2	nt	-2.3	0.1
10	Cc1cc(C(=O)NCCN2CCN(c3cccc(Cl)c3)CC2)n(-c2ccccc2)n1	5	nt	-4	-3	-1	4	8	-11	-0.7
11	CCN(c1ccccc1)S(=O)(=O)c1ccc(Cl)c(C(=O)N(CC2CCCO2)C2CCS(=O)(=O)C2)c1 (stereo not given)	9	18	-3	-2	0	20	5	0.7	-0.1
12	O=C(O)c1ccc(NS(=O)(=O)c2cccc3cccnc23)cc1	2	10	-6	-9	0	16	10	0.2	1.1
13	CCCn1c(SCC(=O)Nc2cc(S(=O)(=O)N(C)C)ccc2OC)n[nH]c1=O	7	-4	-1	0	-2	3	7	-1.3	2.6
14	Cc1ccn2c(C=O)c(-c3ccc(F)cc3)c(C=O)c2c1	8	38	-31	2	2	12	7	-1.5	-1.3
15	CCOC(=O)N1CCN(c2cc(=O)n(-c3cccc(C)c3)c(=O)[nH]2)CC1	5	3	1	-4	3	-10	7	0.3	1.7
16	O=C(N/N=C/C=C\c1cccc([N+](=O)[O-])c1)c1ccccn1	9	-2	-27	2	0	4	9	0.8	0.4
17	Cc1cc(C)nc(NS(=O)(=O)c2ccc(N)cc2)n1	9	-1&2	9	7	-2	-8	10	0.1	1.9
18	COc1ccc(CNC(=O)C2CC(c3cc(C(F)(F)F)cc(C(F)(F)F)c3)=NO2)cc1 (stereo not given)	28	40	4	13	nt	2	21	-1.9	-0.6
19	CCCOc1ccc(NC(=O)C2OC3OC(C)(C)OC3C3OC(C)(C)OC23)cc1 (stereo not given)	11	-5	0	-10	0	29	5	1.2	nt
20	Cc1cc(C)n(C(=O)c2cc3ccccc3c(=O)o2)n1	3	26	-14	-8	0	23	5	-3.4	-0.1
21	Cc1ccc(-c2ccc(/C=C(\C#N)C(=O)Nc3cc(C)nn3-c3ccccc3)o2)cc1	2	104*	-22	0	0	8	2	0.4	2.5
22	COc1ccc(NC(=O)N2CCN(S(C)(=O)=O)CC2)cc1	7	-5	9	8	3	4	5	0.1	0.3
23	CCCn1c(SCC(=O)Nc2nnc(C(C)C)s2)nc2c1c(=O)n(C)c(=O)n2C	15	14	-5	-1	6	-21	2&13	0.9	1.0
24	CCCS(=O)(=O)N1CCN(S(=O)(=O)c2ccc(F)cc2)CC1	6	-4	6	2	-3	31	17	-0.7	-0.4

# Some entries already given, showing only CHOP inhibitor, PGE2 EP2 inh and TNF necrop inh.
entry	SMILES	CHOP inhibitor	PGE2 EP2 inh	TNF necrop inh
19	CCCOc1ccc(NC(=O)C2OC3OC(C)(C)OC3C3OC(C)(C)OC23)cc1 (stereo not given)	-5	5	1.2
18	COc1ccc(CNC(=O)C2CC(c3cc(C(F)(F)F)cc(C(F)(F)F)c3)=NO2)cc1 (stereo not given)	40	21	-1.9

# (next part)
no.	structure	FXIIa inh	CHOP inhibitor	TbHK1 inh	FXIa inh	Wee1 degr inh	PPC-1+TRAIL kill	PGE2 EP2 inh	TNF necrop inh	L929 necroptosis
25	COc1cccc(NC(=O)Nc2ccc(CC(=O)O)cc2)c1	11	-10	11	4	1	-20	3	0.7	0.2
26	Cc1cccc(NC(=O)CC2SC(=NC3CCCCC3)NC2=O)c1 (stereo not given)	-15	74*	-9	-2	-1	18	15	2.7	15
27	O=C(/C=C/c1ccccc1)N/C(=C/c1ccccc1)C(=O)Nc1ccccc1O	19	-1	-5	4	-2	17	2	-2.6	1.6
28	N=C1c2ccccc2CN1NC(=O)c1cccc(S(=O)(=O)N2CCOCC2)c1	4	22	-4	0	6	-5	3	-2.1	-1.1
29	COc1ccc(CCNC(=O)C(=O)NCCOc2ccccc2)cc1OC	4	-1	-3	0	0	9	9	1.8	0.4
30	COc1cc(NC(=O)c2ccccc2)c(OC)cc1NC(=O)CN1CCN(c2ccccn2)CC1	14	12	-11	6	-1	28	7	-9.3	-0.5
31	O=C1CCCC2=C1C(c1ccc(Cl)cc1)n1c(s/c(=C\c3ccc4ccncc4c3)c1=O)=N2 (stereo not given)	12	29	-10	15	2	14	3	7.5	1.3
32	CC1CC(C)CN(CCCNC(=O)c2ccc3c(SCC(=O)O)c4c(nc3c2)CCC4)C1 (stereo not given)	6	-14	-17	-1	-4	18	6	1.8	0.5
33	Cc1cc([N+](=O)[O-])ccc1NC(=O)Nc1ccccc1F	6	25	-3	1	-1	5	7	-0.3	0.9
34	CC#CCNCc1ccccc1	10	22	2	3	-1	4	8	-1.2	0.1
35	CCOc1cc(CN2CCN(CCOCCO)CC2)ccc1OC	-6	-4	9	-5	-1	-24	13	0.6	1.0
36	Cc1ccc(-n2c(C)cc3c2CCCC3=O)cc1	14	37	-2	-10	-2	7	20	-3.7	-0.4
37	O=C(O)/C(=C/c1cccnc1)NC(=O)c1ccccc1	4	-5	-1	-2	-2	9	5	2.3	1.9
38	CCCN(CCC)C(=O)c1ccc2c(c1)N(Cc1ccccc1)C(=O)CS2=O (stereo not given)	12	6	0	0	-3	17	6	1.6	-0.5
39	CC(=O)NC1C(OCc2ccccc2)OC(CO)C(OC(C)=O)C1OC(C)=O (stereo not given)	1	12	-2	-1	-2	-14	12	0.7	1.1
40	Cc1ccc(NC(=O)CSc2nc3ccccc3c(=O)n2CCCN2CCCCC2)cc1C	29	2	15	18	-3	15	14	-1.9	1.8
41	CC(C)(C)C1CCC(=NNC(=S)NCc2ccccc2)CC1 (stereo not given)	4	5	3	-3	1	5	9	0.1	1.1
42	Cc1cc(C)nc(/N=C(\N)Nc2ccc(-c3ccccc3)cc2)n1	7	56	10	-4	-4	30	14	-5.6	-0.6
43	COc1ccc(CNCc2c(C(=O)N(C)C)nc3ccc(Cl)cn23)c(OC)c1	7	10	-1	-5	2	24	9	0.6	0.0
44	CC(C)c1ccc(NC(=O)Cc2cn(C)c3ccccc23)cc1	12	-6	3	-6	-1	-4	8	-1.7	9.5
45	O=C(CSc1ncccc1C(=O)O)NC1CCCCCCC1	3	-1	3	-2	-1	19	7	-0.4	1.2
46	Cc1nc2c3ccccc3nc(NNC(=O)CCC(=O)NCCC(C)C)n2n1	-2	3	-5	-1	0	17	5	0.9	2.2
47	Cc1ccc(C(C(=O)NC2CCCC2)N(C(=O)c2csnn2)C2CCCC2)o1 (stereo not given)	5	16	1	-4	-2	21	3&6	-1.4	-0.6
48	Cn1c(=O)n(Cc2ccc(F)cc2)c(=O)c2c1nc1n2CCCN1Cc1ccccc1	-8	63	-1	-12	-1	34	13	1.1	0.0
49	Cn1c2c(c(=O)n(C)c1=O)C1c3cc(Cl)ccc3OCC1CO2 (stereo not given)	7	2	17	-3	-3	1	4	0.8	0.1
50	Cc1ccc([N+](=O)[O-])cc1-c1ccc(/C=C(\C#N)c2[nH]nc(N)c2C#N)o1	-4	34	-25	-2	3	33	13	-0.4	0.4
51	CC(C)Nc1nc(Cl)nc(NN(C)c2nc(N(C)C)nc(N(C)C)n2)n1	4	4	-3	0	3	16	9	2.9	0.0
52	O=C(c1ccc(F)cc1F)N1CCN(c2ncccn2)CC1	2	3	0	-3	0	3	8&11	-1.5	0.3
53	CCOC(=O)NC(c1cccc(Cl)c1)C1CCCCCC1=O (stereo not given)	15	8	1	3	-1	14	17	1.5	-0.5
54	CC(=O)Nc1nc(CCC(C)C)cc2c1c(=O)oc1ccccc12	26	-4	-5	13	0	32	15	-0.2	-0.2
55	CN(C)C1N(C(=O)c2ccccc2)N=C2c3ccccc3S(=O)(=O)N21 (stereo not given)	5	-4	0	-3	-2	-1	14	0.5	2.5
56	CCc1nc(CNC(=O)c2cc(OC)c(OC)c(OC)c2)no1	10	26	3	-4	1	19	13	-1.0	0.2
57	CN(Cc1ccccc1F)c1ccc(S(=O)(=O)N2CCCC2)cn1	8	30	8	2	1	14	2	0.1	2.5
58	CCCCNC(=S)Nc1ccc2nc3n(c(=O)c2c1)CCCCC3	0	23	32	2	0	8	10	2.6	0.0
59	O=C1CCCC2=C1C(c1ccc(Br)cc1)c1c([nH]c(=S)[nH]c1=O)N2 (stereo not given)	-20	-1	-6	-20	0	4	10	-0.3	0.3
60	O=C(c1ccc(F)cc1)N1CCN2C(=O)c3ccccc3C12c1ccccc1 (stereo not given)	2	19	-5	0	-2	-2	9	4.1	0.3
61	CC(C)(C)NC(=O)c1cccc(NC(=O)c2cccc(O)c2)c1	5	11	-1	8	-2	15	9	-0.2	1.0
62	CCCN1CC=C2C(C#N)=C(N)C(C#N)(C#N)C(c3cccc(OC)c3OC)C2C1 (stereo not given)	15	2	-4	-2	2	21	nt	-1.7	-1.1
63	Cc1c(NC(=O)C(C)N(c2ccccc2)S(C)(=O)=O)c(=O)n(-c2ccccc2)n1C (stereo not given)	4	13	2	-1	2	14	2	0.3	1.8
64	O=C(Nc1ccccc1)Nc1cccc(-c2cn3cccnc3n2)c1	2	-5	-10	-2	3	18	16	1.8	30
65	COc1ccc(NC(=S)NCCc2c(C)[nH]c3ccc(OC)cc23)cc1	6	-1	3	-4	-3	3	6	-2.4	-0.3
66	CCOC(=O)N1CCC(N(C(=O)Nc2ccc(CC)cc2)C(C)CC)CC1 (stereo not given)	5	54	-5	-7	-2	8	18	-0.7	-0.1
67	COCCCNC(=O)Cc1coc2ccc3ccccc3c12	8	-1	-5	3	-1	17	4	0.6	1.1
68	CC(C)(O[C@@H]1O[C@H](CO)[C@@H](O)[C@H](O)[C@H]1O)[C@H]1Cc2cc3ccc(=O)oc3cc2O1	2	8	-178	-2	5	-1	19	0.3	2.2
69	Cc1oc2cc(OCC(=O)O)ccc2c(=O)c1Oc1ccccc1	10	45	1	-7	-1	2	8	0.6	0.0
70	CCO[C@H]1OC(C(=O)N2CCOCC2)=C[C@@H](c2ccc(Br)cc2)[C@@H]1CCCO	8	10	-6	-1	-1	13	17	-1.0	-0.4
71	Cc1nn(C)cc1C1C2=C(CC(C)(C)CC2=O)N(c2ccccc2)C2=C1C(=O)CC(C)(C)C2	0	-17	-12	1	0	-13	8	0.0	-0.3
72	O=C(COc1ccccc1)n1nc(-c2ccc(Cl)cc2)nc1NCc1ccco1	12	11	-2	2	0	20	6	-0.9	83*
73	Cc1cc(Cl)c(S(=O)(=O)NC(C(=O)O)C(C)C)cc1OCC(=O)NC1CCCCC1 (stereo not given)	12	0	-6	4	8	9	2	0.9	0.5
